TSHR antagonist: human thyrotropin receptor antagonism. activity change, negative = inhibition, % at 11.5 µM. AID 504810. TSHR-expressing cells, TSH-stimulated cAMP HTRF, 2 h; stronger effect = lower value. P16473. 330,000 compounds, 0.2% hits;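 active = activity change below a set negative limit, meaning inhibition stronger than a set level, cut at about -70% in these data; inconclusive = activity change between two set negative limits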; note: % is set by controls: 0 for no effect and ±100 for the full control effect
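TSHR-expressing cells, 200/well, pre-treated with compound, then stimulated with EC80 TSH (4nM final) for 2 hours at 37 deg C. cAMP measured by competitive HTRF: anti-cAMP cryptate antibody in lysis buffer plus cAMP-d2, read after 30 minutes at room temperature.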
ELG1 repair inh: ELG1-dependent DNA repair inhibition. Potency, µM (doses to about 46.1 µM), for inactives: top-dose activity change, negative = inhibition, most hits filed as inhibitors. 330,000 compounds, 2.3% hits. HEK293T ELG1-luciferase reporter, luminescence, 16 h; DNA damage induced by 5-fluorouridine. AID 504467; note: potency is the fitted concentration of half-maximal effect; % is set by controls: 0 for no effect and ±100 for the full control effect; nearly all actives have a fitted effect of over 55% in size
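HEK293T cells expressing luciferase-tagged ELG1 (2,000/well) received 5-Fluorouridine plus compound or DMSO for 16 hr at 37 °C. Luciferase was read by ONE-Glo luminescence after 30 min at room temperature.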
KCNH2 WT inh: inhibitors of human wildtype KCNH2 potassium channel; AID 720551; 340,000 compounds, 0.37% hits; Q12809; activity change, % at 1.84 µM; U2OS, BacMam KCNH2, thallium flux FluxOr; stronger effect = lower value;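 active = maximum activity change below -70%; inconclusive = maximum activity change between -70% and -50%; inactive = maximum activity change above -50%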; note: % is set by controls: 0 for no effect and ±100 for the full control effect
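U2OS cells transduced with wild-type KCNH2 virus are loaded with FluxOr dye for 45 min, and thallium flux is measured in kinetic reads before and after stimulation buffer. Rate constants are normalized to DMSO controls.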
Eya2 phos inh: blocks the phosphatase activity of human Eya2; AID 488837; 330,000 compounds, 0.006% hits; recombinant Eya2, OMFP fluorescence dephosphorylation (OMFP is methylfluorescein phosphate); Potency, µM (doses to about 76.9 µM), for the others: at the highest dose activity, negative = inhibition, most hits filed as inhibitors; O00167; note: potency is the fitted concentration of half-maximal effect; % is set by controls: 0 for no effect and ±100 for the full control effect
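Eya2 protein (added as 0.2 uM solution) was preincubated with compound for 10 min at ambient temperature in 50 mM HEPES pH 7.5, 50 mM NaCl, 5 uM MgCl2, 0.05% BSA, 1 mM DTT. OMFP (added at 50 uM) then reacted 10 min; fluorescence read at 485/525 nm.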
TCR activator: activates T cell receptor signaling. primary human leukocytes, anti-CD3, IL-2 HTRF, 48 h. Potency, µM (series often up to 9.22 µM), without a hit: at the highest dose activation of IL-2 secretion, actives largely listed as activators. 330,000 tested, under 10 active. AID 504894; note: % of control where 0% means no effect
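Activity was scored as IL-2 release from primary human leukocytes given only a TCR signal (a-CD3 beads) plus compound for 48 hr. Detection used a two-antibody HTRF format read at 665nm.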
Mito fusion yeast: inhibitors of mitochondrial division or activators of mitochondrial fusion; S. cerevisiae fusion-defective mutant growth rescue, CellTiterGlo 48 h; Potency, µM (top dose mostly 46.1 µM), inactives show top-dose growth rescue (activation), usual class: activators; 320,000 compounds, 0.23% hits;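 note: potency is the fitted concentration of half-maximal effect; % of control where 0% means no effect; nearly all actives have a fitted effect of over 45% in size; temperature-sensitive fusion mutants such as fzo1-1 at 37 °C on non-fermentable ethanol glycerol medium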
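Temperature-sensitive fusion-defective S. cerevisiae (e.g. fzo1-1, mgm1-5) were grown with compound in YPEG medium (3% ethanol, 3% glycerol) for 48 hours at 37C. Growth rescue was measured as viability by CellTiterGlo luminescence after 10 minutes at ambient.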
KCNH2 3.1 inh: KCNH2 3.1 (human) potassium channel inhibition | 340,000 compounds, 0.95% hits | U2OS KCNH2 3.1, thallium flux FluxOr; stronger effect = lower value | activity change, % (tested at about 1.8 µM);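 active = maximum activity change below -70%; inconclusive = maximum activity change from -70% to -50%; inactive = maximum activity change above -50%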;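 note: thallium influx rate constant from kinetic fluorescence after stimulation buffer; % is set by controls: 0 for no effect and ±100 for the full control effect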
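Thallium flux via FluxOr fluorescence (Red40 quencher, 45 min loading) in U2OS cells virally expressing the KCNH2 3.1 isoform (1.77 x 10^8 /mL virus, overnight at 37 C). Rate constants from 2-min kinetic reads post-stimulation, normalised to positive and negative controls.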
USP2a inh: inhibitors of human ubiquitin-specific protease USP2a. USP2 core, Ub-CHOP2 coupled fluorogenic reporter, 485/531. Potency, µM (doses to about 38.3 µM), inactives show at the top dose activity change, negative = inhibition, most hits filed as inhibitors. 330,000 compounds, 0.01% hits. AID 463254. O75604;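 note: potency is the fitted concentration of half-maximal effect; plate controls were DMSO wells for no effect and full inhibition by NEM control for full effect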
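Deubiquitinase activity read as fluorescence (485/531 nm) after Ub-CHOP2 cleavage activates the enterokinase reporter on its substrate; USP2 core 10nM, Ub-CHOP2 and substrate 25nM each, 30min compound preincubation then 60min RT; data normalized to NEM, curves fitted.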
TRPV1 agonist: agonists of human vanilloid receptor 1 (TRPV1); activation, % at 8.33 µM; TRPV1-expressing cells, Fluo-8 calcium influx, agonist mode; 320,000 compounds, 0.19% hits; Q8NER1; in the data active = activation above about 80%; inconclusive = between about 30% and that limit; note: 0% is about no effect
Target sequence (Q8NER1 whole entry, looked up): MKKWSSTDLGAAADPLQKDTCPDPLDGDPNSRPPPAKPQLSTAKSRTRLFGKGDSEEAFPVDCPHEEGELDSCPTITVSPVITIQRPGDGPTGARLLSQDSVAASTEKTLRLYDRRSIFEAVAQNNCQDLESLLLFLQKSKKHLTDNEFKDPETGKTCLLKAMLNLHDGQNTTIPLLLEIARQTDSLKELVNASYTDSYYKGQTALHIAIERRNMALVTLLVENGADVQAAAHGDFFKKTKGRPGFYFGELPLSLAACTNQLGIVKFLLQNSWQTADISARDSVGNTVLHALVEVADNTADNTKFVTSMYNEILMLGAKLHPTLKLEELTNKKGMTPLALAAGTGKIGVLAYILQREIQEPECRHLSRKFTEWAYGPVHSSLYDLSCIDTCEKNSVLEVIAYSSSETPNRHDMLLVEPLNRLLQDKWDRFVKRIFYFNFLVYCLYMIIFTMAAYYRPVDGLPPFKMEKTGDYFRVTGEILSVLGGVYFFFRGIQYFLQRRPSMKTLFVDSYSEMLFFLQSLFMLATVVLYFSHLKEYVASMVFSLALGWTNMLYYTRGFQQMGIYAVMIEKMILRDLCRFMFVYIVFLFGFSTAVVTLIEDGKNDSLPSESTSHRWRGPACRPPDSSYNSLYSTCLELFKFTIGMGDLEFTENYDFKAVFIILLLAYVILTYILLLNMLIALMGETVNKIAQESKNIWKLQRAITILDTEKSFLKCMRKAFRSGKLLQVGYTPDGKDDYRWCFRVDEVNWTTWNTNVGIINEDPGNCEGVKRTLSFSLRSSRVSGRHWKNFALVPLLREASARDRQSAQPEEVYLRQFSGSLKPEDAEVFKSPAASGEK
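Fluo-8 calcium influx in TRPV1-expressing cells, kinetic read (ex 480/em 520 nm). Compound added and read 3 min for agonist activity, followed by capsaicin at EC20 final and 2 min further read for enhancement.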
AT treatment: potential ataxia-telangiectasia treatment; […] A-T fibroblasts, KAP-1 phosphorylation AlphaLISA; neocarzinostatin DNA damage 30 min before lysis; Potency, µM (top dose mostly 57.5 µM), for inactives: at the top dose activation, actives largely listed as activators; 320,000 compounds, 0.19% hits; AID 485349; note: potency is the fitted concentration of half-maximal effect; % of control where 0% means no effect; nearly all actives have a fitted effect of over 45% in size
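hTERT-immortalized A-T patient fibroblasts ([…]), 500 cells/well in OPTI-MEM, 1% FBS, got compounds for 60 min, then NCS for 30 min at 37C. Lysates were then assayed for phospho-KAP-1 by AlphaLISA (anti-pKAP1 donor, anti-KAP1 acceptor beads), 6 hr at 25C.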
The depositor's hits bear a star; i = inactive; u = inconclusive; x = no result given; [ ] = dose if it differs, or a comment. Unless noted, calls come from the whole dose curve; as a rule, active = well fitted curve in the direction sought with a large enough effect; inconclusive = small, poorly fitted or top-dose-only effect, or another doubt; inactive = no such curve, though single readings can be large; an effect the other way counts as inactive or inconclusive.

SMILES	TSHR antagonist	ELG1 repair inh	KCNH2 WT inh	Eya2 phos inh	TCR activator	Mito fusion yeast	KCNH2 3.1 inh	USP2a inh	TRPV1 agonist	AT treatment
COc1ccc(C2SCC(C(=O)NCc3ccc(F)cc3)N2C(C)=O)cc1 (configuration not stated)	8	4%	10	1%	-9%	-1%	9	-1%	11	20%
COc1ccccc1-c1cn(S(=O)(=O)c2ccc(F)cc2)nc1N	-14	u	-12	11%	-2%	-6%	-8	2%	18	-2%
CCCNC(=O)CN1C(=O)NC(Cc2c[nH]c3ccccc23)C1=O (configuration not stated)	17	7%	-9	-1%	1%	1%	-8	0%	0	-16%
Cc1ccc(-c2nc3ccccc3o2)cc1NC(=O)Cc1cccs1	-26	24%	2	1%	5%	-1%	-8	0%	-4	5%
CCc1ccc(OCC(=O)Nc2ccc(N3CCN(S(C)(=O)=O)CC3)cc2)cc1	14	-10%	2	-8%	x	10%	-6	0%	-4	4%
O=C(CN1CCN(C(=O)c2ccccc2)CC1)Nc1ccc(Cl)cc1F	-79*	-2%	21	7%	-3%	-6%	-26	0%	5	8%
CC1=C(C#N)C(=O)N(C2CCS(=O)(=O)C2)C(=O)/C1=C\c1ccc(C)o1 (configuration not stated)	-5	3%	x	-2%	x	-5%	x	u	2	-11%
O=C(NCc1ccccc1)c1nnc(CS(=O)(=O)c2ccccc2)o1	-4	-3%	-12	14%	-4%	1%	17	1%	0	-1%
C#CCOCCOCCOCCNc1nc(N2CCN(C(=O)[C@H](CCCCN)n3cc([C@@H](N)[C@H](C)CC)nn3)CC2)nc(N2CCN(C(=O)[C@H](CCC(=O)O)n3cc([C@@H](N)CCSC)nn3)CC2)n1	-9	4%	-16	-7%	0%	x	3	0%	x	3%
O=C(COc1coc(CN2CCN(Cc3ccccc3)CC2)cc1=O)Nc1ccccc1	1	-24%	28	-31%	-74%	-4%	-13	2%	5	6%
CCc1ccc2[nH]c(=O)c(CN(CC3CCCO3)C(=S)NCc3ccco3)cc2c1 (configuration not stated)	20	18µM*	-1	-11%	-1%	3%	-6	-2%	-3	9%
O=C1CSC(c2ccc(Cl)cc2Cl)N1c1ccccn1 (configuration not stated)	-8	6%	-2	-3%	6%[46.1 µM]	25%	12	2%	3	10%
Cc1cc(Br)cc2cn[nH]c12	4	3%	-14	u	-3%	8%	15	-2%	-1	-1%
CC(=O)Nc1cccc(NC(=O)CSc2nc(=O)n(Cc3ccncc3)c3c2CCC3)c1	18	-16%	3	-8%	-5%	-5%	13	-2%	-7	14%
Cc1occc1C(=O)NCc1ccccn1	10	5%	-1	11%	-3%	-2%	0	0%	5	6%
Cc1cc(C)n2nc(SCCOc3ccccc3F)nc2n1	2	u	5	3%	4%	7%	2	2%	2	-3%
CCOC(=O)N/N=C/c1ccccc1F	13	u	1	-21%	-2%	1%	-9	1%	-3	3%
O=C(c1cc(-c2ccccc2)on1)N1CCCCCC1	-7	u	21	-10%	16%	-6%	-4	1%	23	7%
CCN(CC)S(=O)(=O)c1ccc(N2CCCC2)c(NC(=O)c2ccccc2OC)c1	-10	u	11	-19%	-4%	3%	-13	0%	u	6%
O=C(Nc1cc(C(F)(F)F)ccc1N1CCOCC1)c1cncc(Br)c1	-2	-9%	16	21%	-4%	0%	-1	1%	9	2%
Cc1ccc(-c2sc(-c3cccnc3)nc2CC(=O)O)cc1	-10	-2%	9	-22%	-3%	-1%	-15	0%	1	-1%
CCCc1cc2c(=O)n(NC(=O)c3nn(C)cc3[N+](=O)[O-])c(C)nc2s1	1	-9%	-3	-4%	8%[46.1 µM]	-6%	14	2%	-1	-2%
COc1ccccc1NC(=O)C12CCC(C)(C(=O)C1)C2(C)C (configuration not stated)	-7	7%	3	-12%	-3%	-7%[1.84 µM]	-3	1%	1	1%
Cc1ccc(S(=O)(=O)N2[C@@H](c3ccc(Br)cc3)C(C(=O)O)=CC[C@H]2c2ccc(C(C)C)cc2)cc1	-1	9%	1	-11%	-4%	x	3	-28%	x	15%
COc1cc(C=Nc2cccc([N+](=O)[O-])c2C)ccc1OC(C)=O	-1	-8%	-2	0%	-3%[46.1 µM]	-3%	20	1%	3	2%
O=C(c1cnc(-c2ccc(Cl)cc2)s1)c1ccc(Cl)cc1Cl	42	15%	4	6%	4%	2%	23	4%	0	7%
COc1ccc(/C=C2\SC(=O)N(CCNC(=O)Cn3cnnn3)C2=O)cc1	8	u	-12	-17%	2%	-6%	-2	5%	-1	0%
CCOCCCNC(=O)c1cc(Sc2ccc(C)cc2)nc2ccccc12	3	u	-5	0%	5%	14%	-7	3%	u	5%
O=C(NCc1ccco1)c1cc2c(s1)CSC2	7	12%	-32	13%	3%	-6%	4	4%	5	-6%
C=CC[C@H](CC(=O)N(CCO)Cc1ccccc1)C(=O)N[C@H](COC(=O)[C@H](CC=C)CC(=O)OC(C)(C)C)Cc1ccccc1	-19	u	-23	-6%	3%	x	6	2%	x	-14%
Cc1ccc(-c2nc(CN(C)C3CCOCC3)c(C)o2)s1	2	6%	34	0%	1%	-1%	5	0%	2	-2%
Cc1oc(-c2ccccc2F)nc1CS(=O)CC(=O)NCc1ccc2c(c1)OCO2 (configuration not stated)	-1	-6%	-1	-7%	0%	0%	-2	-2%	8	-4%
N#Cc1ccccc1COC(=O)c1cccc(S(=O)(=O)N2CCCC2)c1	-19	-26%	1	4%	4%	x	-16	0%	x	10%
CCC(NC(=O)Nc1cc(C)on1)(C(F)(F)F)C(F)(F)F	3	u	-5	3%	5%	-2%	-14	6%	-1	-11%
CC1C(C)C(O)(c2ccccc2)CCN1C (configuration not stated)	5	24%	-11	-10%	-2%[46.1 µM]	-2%	-8	0%	1	3%
O=C(C1=NOC(CNc2ncc(C(F)(F)F)cc2Cl)C1)N1CCOCC1 (configuration not stated)	7	4%	i	-14%	-4%	-4%	7	-1%	121*	3%
COc1cc(OC)c(NS(=O)(=O)c2cn(C)cn2)cc1Cl	-9	14%	-6	-4%	0%	-4%	-5	4%	0	-15%
CC(=O)N(CCCN(C)C)CCC(C)CCC=C(C)C (configuration not stated)	2	2%	5	15%	3%	-6%	8	1%	11	3%
O=C(CSCc1nc2ccccc2[nH]1)Nc1ccc(Oc2ccccc2)cc1	-11	1%	3	-15%	-2%[46.1 µM]	-2%	-16	-1%	5	6%
O=C(NNC(=O)C1CCC(C(=O)NNC(=O)c2cccs2)CC1)c1cccs1 (configuration not stated)	-1	11%	-10	10%	9%	3%	2	10%	-1	-1%
COc1ccc(NC(=S)Nc2ccccc2C(F)(F)F)cc1	-5	5%	-3	-1%	x	-1%	-40	-2%	1	1%
c1coc(CNCC2OCCc3ccccc32)c1 (configuration not stated)	8	19%	-3	-3%	-5%	0%	10	1%	-1	4%
c1ccc2nc(N3CCCC3)c(N3CCCC3)nc2c1	-8	-7%	-8	-3%	1%	2%	-1	3%	-3	7%
Cc1c(/C(Cc2ccccc2)=N/O)c2ccccc2n1C	2	-11%	6	-1%	2%[46.1 µM]	7%	4	0%	3	x
CS(=O)(=O)N1CCN(c2ccc(NC(=O)c3cc4ccccc4o3)cc2)CC1	-4	u	3	-7%	-1%	1%	-4	0%	-1	-5%
COn1c(SC2CCCCC2)nc2ccccc2c1=O	9	u	-7	-3%	0%	u	16	0%	9	10%
COc1ccc(CN2CCNC(=O)C2CC(=O)N(C)Cc2cc(C)no2)cc1OC (configuration not stated)	4	8%	-5	4%	1%	0%	-9	2%	-1	8%
CNC(=O)NC(=O)CSc1nc2cc(C(=O)OC)ccc2c(=O)n1-c1ccccc1	-8	-15%	-14	-2%	2%	2%	-15	3%	0	5%
O=C(NCc1ccccc1)C(=O)NCC(c1ccco1)N1CCN(c2ccccc2F)CC1 (configuration not stated)	-11	u	-4	3%	2%	2%	4	-2%	6	3%

An excerpt from above, reduced to KCNH2 3.1 inh:
structure | KCNH2 3.1 inh
O=C(NNC(=O)C1CCC(C(=O)NNC(=O)c2cccs2)CC1)c1cccs1 (configuration not stated) | 2
COc1ccc(NC(=S)Nc2ccccc2C(F)(F)F)cc1 | -40
c1coc(CNCC2OCCc3ccccc32)c1 (configuration not stated) | 10
c1ccc2nc(N3CCCC3)c(N3CCCC3)nc2c1 | -1

These rows are one share of the data (hit frequency here may not be typical).
